DDE Tn7 FP inh = inhibitors of Tn7 peptide binding to fibrin DD(E), primary screen, biochemical, fluorescence polarization, human fibrin, Tn7 probe. AID 720508, 2013. inhibition, % at 8.3 µM. Fibrinogen beta chain (Homo sapiens), P02675. actives 0.13% (n = 370,000). FP displacement of FITC-Tn7 peptide from fibrin DD(E); 0% = median of compound wells per plate;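 active = inhibition above the mean of compounds falling within the control limits plus 3 SD of them, cut at about 14% in these data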;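 note: 0% = plate median of compound wells and 100% = 10 µM Aha-Tn7 peptide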
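system = human fibrin DD(E) protein | quantity = DD(E) 2 µM final | medium = Tris/NaCl/CaCl2 buffer, pH 7.8 | also added = labelled Tn7 tracer, 0.1 µM | compound dosing = single point at 8.3 µM | timing = compound with protein 10 min, then 3 h after probe, room temperature | signal = FP measurement | benchmarks = Aha-Tn7 high control | repeats = one replicate per compound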
Tn6 DDE FP = inhibitors of Tn6 peptide binding to fibrin DD(E), primary screen, biochemical, fluorescence polarization, human fibrin, Tn6 probe; Fibrin DD(E) TRITC-Tn6 fluorescence polarization displacement; inhibition, % at 8.3 µM; actives 0.21% (n = 370,000);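 active = inhibition above a per-campaign cutoff: mean of compounds within control limits plus 3 SD, cut at about 15% in these data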;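 note: 0% = median of all compound wells on the plate and 100% = blocking peptide control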
PLCg1 inh = PLC-gamma1 enzyme inhibitors, primary screen, biochemical, fluorescence, purified enzyme; 1-phosphatidylinositol 4,5-bisphosphate phosphodiesterase gamma-1 (Homo sapiens), P19174; fluorogenic substrate; inhibition, % at 12.2 µM; actives 0.84% (n = 370,000); in the data active = inhibition above about 9.5%
ADAM10 inh = human ADAM10 inhibitors, primary screen, biochemical, QFRET, HTS. inhibition, % at 7 µM. actives 0.62% (n = 370,000). recombinant ADAM10, EDANS/DABCYL FRET peptide cleavage, 3 h. Disintegrin and metalloproteinase domain-containing protein 10 (Homo sapiens), O14672;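 active = inhibition above a per-campaign cutoff equal to the mean of compounds falling between control-based bounds plus 3 SD, cut at about 20% in these data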;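 note: 0% = DMSO wells while the 100% control is not disclosed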
proKLK7 act = proKLK7 zymogen activators, primary screen, biochemical, fluorescence intensity; actives 0.9% (n = 370,000); AID 652039, 2013; Kallikrein-7 (Homo sapiens), P49862; purified proKLK7, EDANS-DABCYL substrate fluorescence; 100% is mature enzyme control, 0% vehicle; activation, % at 7 µM;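 active = activation above the mean of all tested compounds plus 3 SD, computed per campaign excluding outliers beyond control limits, cut at about 13% in these data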
ASAP1 inh = inhibitors of human ASAP1 ArfGAP activity, primary screen, biochemical, fluorescence polarization | actives 0.19% (n = 360,000) | Arf-GAP with SH3 domain, ANK repeat and PH domain-containing protein 1 (Homo sapiens), … | ASAP1-stimulated ARF1 GTP hydrolysis, GDP FP detection | inhibition, % at 16.5 µM; in the data active = inhibition above about 25%;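 note: 0% = vehicle with enzyme and substrate and 100% = no enzyme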
Target sequence (Q9ULH1 325-724 limits assumed): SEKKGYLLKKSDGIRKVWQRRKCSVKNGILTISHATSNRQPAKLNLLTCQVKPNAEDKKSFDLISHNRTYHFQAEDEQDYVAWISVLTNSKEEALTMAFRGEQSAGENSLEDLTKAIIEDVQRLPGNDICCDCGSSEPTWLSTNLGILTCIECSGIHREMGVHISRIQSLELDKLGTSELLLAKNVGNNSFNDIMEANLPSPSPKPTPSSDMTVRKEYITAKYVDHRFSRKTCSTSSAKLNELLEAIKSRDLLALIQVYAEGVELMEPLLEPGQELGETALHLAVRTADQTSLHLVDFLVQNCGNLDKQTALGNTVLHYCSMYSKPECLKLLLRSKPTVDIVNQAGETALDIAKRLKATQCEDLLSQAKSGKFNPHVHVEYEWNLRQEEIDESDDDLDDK
TDP2 absorb = human TDP2 enzyme inhibitors, primary screen, biochemical, epi absorbance, recombinant enzyme | T5PNP hydrolysis, p-nitrophenol absorbance 415 nm | inhibition, % at 12.8 µM | actives 0.34% (n = 370,000) | AID 720702, 2013;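 active = inhibition above the mean of all tested compounds plus 3 SD, set per campaign, cut at about 25% in these data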;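 note: 0% = DMSO with enzyme and 100% = buffer with substrate but no TDP2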
Target sequence (O95551 whole entry, looked up): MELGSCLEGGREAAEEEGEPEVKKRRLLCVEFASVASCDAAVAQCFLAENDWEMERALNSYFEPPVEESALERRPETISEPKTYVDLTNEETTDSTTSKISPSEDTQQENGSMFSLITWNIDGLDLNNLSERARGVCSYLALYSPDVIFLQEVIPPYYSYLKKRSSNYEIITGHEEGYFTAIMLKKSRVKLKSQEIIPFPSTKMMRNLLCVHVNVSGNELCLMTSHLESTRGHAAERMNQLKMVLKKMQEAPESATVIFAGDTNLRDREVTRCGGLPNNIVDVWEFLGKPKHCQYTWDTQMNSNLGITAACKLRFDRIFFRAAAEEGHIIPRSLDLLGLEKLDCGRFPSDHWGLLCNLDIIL
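System – recombinant human TDP2 · Amount – 120 nM TDP2 per well · Buffer or medium – Mg2+-containing Tris-HCl buffer, pH 7.5 · Reagent – T5PNP substrate, 5 mM · Dosing – 12.8 µM single point, 1% DMSO · Incubation – 2 h at 37 °C · Measured by – epi absorbance · Read-out basis – percent inhibition · Benchmarks – high control without enzyme, low control DMSO plus TDP2 · Repeats – singlicate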
ARFGAP1 inhibitor = inhibitors of rat ARFGAP1 GAP activity, primary screen, biochemical, fluorescence polarization, GDP tracer | Arfgap1-stimulated ARF1 GTP hydrolysis, GDP FP detection | ADP-ribosylation factor GTPase-activating protein 1 (Rattus norvegicus), Q62848 | actives 0.26% (n = 360,000) | inhibition, % at 16.5 µM;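 active = inhibition above a per-plate limit, mean inhibition of low control wells plus 3 SD, cut at about 25% in these data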;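 note: 0% = DMSO wells with enzyme and 100% = wells lacking Arfgap1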
Target sequence (Q62848 1-136 limits assumed): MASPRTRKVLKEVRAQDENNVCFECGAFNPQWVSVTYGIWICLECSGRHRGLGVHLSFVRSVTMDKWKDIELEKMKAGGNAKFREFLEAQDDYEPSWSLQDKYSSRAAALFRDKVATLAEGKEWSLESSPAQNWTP
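Assay system: Rat Arfgap1 GAP domain (His6, aa 1-136), purified enzyme | Buffer or medium: HEPES 25 mM pH 7.5, NaCl 150 mM, MgCl2, DTT | Schedule: GTP hydrolysis reaction 2 h at 25 °C | Signal: FP of antibody-bound GDP Alexa 633 tracer, ex 620/em 688 nm | Measure: Percent inhibition of Arfgap1-stimulated GTP hydrolysis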
LEDGF integ inh = blockers of LEDGF/p75-dependent integrase strand transfer – biochemical, TR-FRET, high throughput, primary screen; HIV-1 integrase (with human LEDGF/p75); AID 743269, 2014; actives 0.64% (n = 370,000); inhibition, % at 3.7 µM; TR-FRET IN-LEDGF/p75 DNA integration, Eu/Cy5;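 active = inhibition above the screen-wide mean plus 3 SD, cut at about 13% in these data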;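 note: signal is the Cy5 over europium emission ratio at 671 and 618 nm; 0% = plate median of compound wells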
ADAM17 inh = ADAM17 inhibitors, primary screen, biochemical, QFRET; Disintegrin and metalloproteinase domain-containing protein 17 (Homo sapiens), P78536; recombinant ADAM17, EDANS/DABCYL FRET peptide cleavage; inhibition, % at 6.95 µM; actives 0.83% (n = 370,000); AID 720648, 2013;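 active = inhibition above the mean of compounds lying between control limits plus 3 SD, set per campaign, cut at about 8.5% in these data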;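 note: 0% = DMSO-only wells as the low control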
Active calls of the source: *.

DDE Tn7 FP inh	Tn6 DDE FP	PLCg1 inh	ADAM10 inh	proKLK7 act	ASAP1 inh	TDP2 absorb	ARFGAP1 inhibitor	LEDGF integ inh	ADAM17 inh	SMILES
-2.7	6.2	-0.9	-3.9	-0.5	-12.6	7.7	-6.3	1.4	1.8	COc1ccc(N(CC(=O)Nc2ccc(Cc3ccncc3)cc2)S(=O)(=O)c2ccccc2)cc1
0.6	-6.0	-1.1	-0.2	0.7	5.7	1.8	-4.4	3.8	-1.3	CCN(CC)C(=O)c1sc(NC(=O)c2ccncc2)c(C(=O)OC)c1C
-1.5	-4.7	-31.5	-35.4	-5.2	-8.1	-3.1	-2.2	2.3	-10.0	O=C(COC(=O)c1cc(=O)[nH]c2ccccc12)NCc1ccc(Cl)cc1
-5.2	4.4	-1.3	-10.9	0.5	-3.4	-0.7	5.6	2.7	0.5	CSc1nc2ccsc2c(=O)n1-c1cccnc1
-1.5	-4.4	0.1	-9.4	0.1	4.2	-8.4	-9.8	-3.1	-3.8	CCCS(=O)(=O)N1CCCC(C(=O)c2cccc(Cl)c2)C1 (centres undefined)
-8.4	-7.0	1.4	4.3	-0.5	5.6	-15.8	-6.0	7.9	-3.9	CC(NC(=O)CNC(=O)Cc1cccc2ccccc12)c1ccc(S(N)(=O)=O)cc1 (centres undefined)
-1.6	-2.8	7.6	-2.3	0.4	-12.6	-3.1	-1.9	-1.3	-3.0	CC(=O)c1cc(CN2CCCCC2)cc(OC(C)C)c1
-8.6	-2.8	-112.2	-26.9	-17.7	-0.8	18.6	3.9	4.1	-5.0	Nc1cc2c3ccccc3ccc2c2ccccc12
-1.9	3.7	2.3	1.4	0.7	0.9	-0.2	-8.8	3.1	0.7	NC(=O)CSc1nnc(Cc2csc(Nc3ccc(F)cc3)n2)n1Cc1ccccc1
1.1	3.7	2.6	5.1	-0.1	-5.5	-9.9	-1.6	-0.3	0.2	CN(CC(=O)Nc1ccc(N2CCOCC2)cc1)CC(=O)Nc1cccc(C#N)c1

DDE Tn7 FP inh	Tn6 DDE FP	PLCg1 inh	ADAM10 inh	proKLK7 act	ASAP1 inh	TDP2 absorb	ARFGAP1 inhibitor	LEDGF integ inh	ADAM17 inh	SMILES
5.4	-0.7	-3.9	-1.0	-0.4	-3.2	-3.5	-10.6	-0.3	-5.4	Cc1ccsc1/C=C1\CCc2ccccc2C1=O
7.6	1.5	2.0	-3.7	0.4	-4.8	-9.0	1.6	2.2	-2.7	Cc1cc(C(=O)Nc2ccccc2Cc2ccccc2)no1
-2.4	3.6	0.9	-5.1	-0.1	3.9	-5.4	-7.3	0.2	1.0	O=Cc1ccc(C(=O)OCC(=O)Nc2ccc(F)cc2F)cc1
0.8	-8.5	-3.6	3.4	0.1	11.6	2.6	7.6	0.9	-0.9	CC(C(=O)N1CCCCC1)n1sc2ccccc2c1=O (centres undefined)
0.5	-5.2	1.9	-11.7	-0.7	-11.3	4.2	2.7	-6.6	-1.2	Cc1ccccc1C(=O)NCC(=O)OCCCOC(=O)CNC(=O)c1ccccc1C
1.0	-4.0	8.6	13.2	0.3	-0.6	21.5	3.1	66.2*	4.4	CC(=O)OCCCNc1cc(SCc2ccco2)c2nonc2c1[N+](=O)[O-]
2.1	-3.3	3.2	6.4	0.5	-3.8	-17.7	-9.8	2.9	5.8	CCOCc1nnc(NC(=O)CCc2ccccc2)s1
7.5	2.5	-4.6	-20.2	0.3	-0.7	-3.5	-1.6	-1.8	-1.3	COc1ccc(-c2nsc3c(N4CCCCC4)ncnc23)cc1
1.1	-6.9	-2.4	-2.1	0.0	-7.2	-3.9	10.7	-5.9	-0.9	Cc1ccc(-n2c(CSc3nc(C)cc(C)n3)nnc2SCC(=O)NCc2ccco2)cc1
2.1	0.9	-61.6	-38.2	2.0	-3.2	3.4	-4.7	-0.8	-8.8	CCN(CC)C(=O)COc1ccc2c(-c3ccc(OC)cc3)cc(=O)oc2c1

DDE Tn7 FP inh	Tn6 DDE FP	PLCg1 inh	ADAM10 inh	proKLK7 act	ASAP1 inh	TDP2 absorb	ARFGAP1 inhibitor	LEDGF integ inh	ADAM17 inh	SMILES
6.8	-0.9	-1.6	-4.1	-0.5	-3.4	-6.8	11.2	-1.7	-1.1	CCc1noc(C)c1C(=O)N1CCCC(Nc2cccc(F)c2)C1 (centres undefined)
1.4	2.6	4.4	-2.9	1.0	-6.6	16.3	-10.7	4.6	0.3	Cc1ccc(Cl)cc1NC(=O)CCNC(=O)N1CC(=O)Nc2ccccc21
-9.1	6.3	0.2	-2.6	-0.2	-2.2	7.2	13.0	-3.2	1.3	CCn1ccnc1C(O)c1ccc(N(C)C)cc1 (centres undefined)
6.3	-2.3	-28.5	-20.9	-0.7	8.4	7.5	8.2	2.5	-7.4	N#CC1=C(N)N(c2ccccc2)C2=C(C(=O)CCC2)C1c1cccs1 (centres undefined)
-4.2	3.2	-9.6	-3.2	-0.2	-3.6	-10.8	8.5	6.6	-1.1	COc1ccc(-c2ccn(-c3cccc(F)n3)n2)cc1
-0.5	-1.9	1.5	0.4	0.2	10.4	-9.2	2.2	3.8	-0.8	Cc1ccc(S(=O)(=O)NCc2ccco2)cc1C(N)=O
5.0	3.1	2.9	6.0	-0.4	4.9	-0.2	3.9	3.9	-1.1	CC(=O)Nc1nc(SCc2cccc3ccccc23)n[nH]1
6.0	7.3	-0.8	-4.5	0.7	6.7	2.1	7.0	2.3	-4.7	O=C(CCCn1c(=O)c2sccc2n(CC(=O)OCc2ccccc2)c1=O)NCc1ccco1
4.8	12.5	-7.2	-10.8	-0.1	1.8	5.6	-4.7	1.5	-5.2	CN(C)Cc1cc(C(C)(C)C)c(O)c(C(C)(C)C)c1
-2.7	-2.9	-8.2	7.2	-9.0	-11.2	-9.1	-0.3	-2.2	1.2	Cc1cccc(/C=N/NC(=O)c2c(-c3ccccc3)noc2C)c1O

DDE Tn7 FP inh	Tn6 DDE FP	PLCg1 inh	ADAM10 inh	proKLK7 act	ASAP1 inh	TDP2 absorb	ARFGAP1 inhibitor	LEDGF integ inh	ADAM17 inh	SMILES
-6.0	4.5	3.6	13.6	0.8	-4.3	6.6	-1.9	6.3	3.8	CCOC(=O)c1oc2ccc(S(=O)(=O)n3nc(-c4ccc(OC)cc4)cc3N)cc2c1C
-6.2	-5.6	4.4	1.2	-0.2	3.2	-6.4	9.8	1.4	-0.8	CCCC(=O)Nc1nnc(-c2cccc(OCC)c2)s1
3.4	7.5	1.5	-13.1	-0.7	4.8	0.4	3.3	-6.2	-4.6	CC1CCN(C(=O)c2[nH]cnc2C(=O)N(C)CCO)CC1
1.9	-6.7	5.2	18.1	0.0	-3.3	-11.0	-16.2	2.5	4.5	CCC(C)(C)C1CCc2[nH]nc(C(=O)NCC3CC3)c2C1 (centres undefined)
-4.2	3.4	1.2	-6.9	0.0	12.5	1.8	-9.0	-2.4	-3.2	O=C(CS(=O)(=O)c1cn(Cc2ccc(F)cc2)c2ccccc12)N1CCCCC1
-8.0	-0.8	-7.9	4.9	0.1	13.4	1.6	-1.4	-1.3	-0.9	Cc1[nH]c2ccccc2c1C=NNC(=O)c1cc(-c2cccnc2)nc2ccccc12
3.1	0.0	-0.3	4.6	0.5	-0.3	-6.6	18.0	0.0	-4.2	CCCc1nc2oc3cc(OC)ccc3c(=O)c2c(=O)n1CCc1ccccc1
-7.8	7.3	-0.2	-6.6	0.0	3.9	2.2	0.2	-3.9	1.4	Cc1cc(Cl)ccc1NC(=O)C(=O)N/N=C/c1ccc2c(c1)OCO2
7.4	1.4	-1.5	-7.1	0.5	-11.0	4.5	-5.2	0.2	-5.7	CC(=O)NC(C(=O)OCC(=O)N(c1ccccc1)c1ccccc1)C(C)C (centres undefined)
-5.2	-8.6	-2.7	-4.7	-0.9	5.8	-1.5	5.6	0.7	-1.9	Cc1ccc(-n2nnnc2/C=C\Nc2cc(C)on2)cc1
-2.1	5.0	2.2	-0.7	0.6	-3.7	-6.2	5.3	-4.1	4.0	O=c1[nH]c(C2CCN(S(=O)(=O)Cc3ccccc3)CC2)nc2c1nnn2Cc1ccccc1
7.5	-4.8	-31.2	-19.2	-0.7	-4.9	21.6	-4.4	1.1	-7.7	O=C1NCC2=C1C(c1ccccc1)Nc1ccccc1N2 (centres undefined)

Looked up by structure from the list above (two):
DDE Tn7 FP inh	Tn6 DDE FP	PLCg1 inh	ADAM10 inh	proKLK7 act	ASAP1 inh	TDP2 absorb	ARFGAP1 inhibitor	LEDGF integ inh	ADAM17 inh	SMILES
1.9	-6.7	5.2	18.1	0.0	-3.3	-11.0	-16.2	2.5	4.5	CCC(C)(C)C1CCc2[nH]nc(C(=O)NCC3CC3)c2C1 (centres undefined)
5.0	3.1	2.9	6.0	-0.4	4.9	-0.2	3.9	3.9	-1.1	CC(=O)Nc1nc(SCc2cccc3ccccc23)n[nH]1

Bioassay records (PubChem BioAssay)
